# TRHR enhancer: TRH receptor (human) allosteric enhancement; TRHR cells, fluo-8 calcium fluorescence, EC20 TRH enhancement; enhancement, % at 2 µM; 360,000 compounds, 0.66% hits; AID 493056; in the data active means enhancement above about 30%; further: 0% is about no effect
#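 Enhancer read-out: after compound pinning and an initial kinetic agonist-mode read, an EC20 of TRH (10 nM final) was injected and fluo-8 calcium signal (Ex 480/Em 530) followed at 1 s/cycle for 100 cycles in TRHR-expressing cells.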
# D2 agonist: activates the human D2 dopamine receptor. P14416. HEK293 T-REx D2 cells, calcium flux agonist mode. activation, % at 2 µM. 340,000 compounds, 0.53% hits;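 active means activation over 3 SD above normal in the single-dose calcium agonist read, cut at about 30% in these data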; further: 0% is about no effect
#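 Calcium-flux readout, 1 cycle/sec over 180 s following compound pin transfer, in inducible HEK293 Trex D2 cells (force-coupled); dopamine controls included. Positive calcium responses during this window marked compounds as potential agonists.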
# D2 potentiator: positively modulates the human D2 dopamine receptor allosterically; 340,000 compounds, 0.34% hits; potentiation, % at 10 µM; HEK293 T-REx D2, calcium flux, EC20 dopamine potentiation; AID 485347;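 active means potentiation over 3 SD above the plate norm, cut at about 30% in these data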; further: 0% is about no effect
#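 Tetracycline-induced Hek293 Trex D2 cells, force-coupled to calcium, loaded with no-wash calcium dye. Compound added with 180 s kinetic read for agonism, then EC20 dopamine and a further 180 s read for potentiation.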
# D2 antag: antagonists of human D2 dopamine receptor | P14416 | HEK293 TREx D2 cells, calcium flux, dopamine EC80 | inhibition, % at 10 µM | AID 485344 | 340,000 compounds, 2% hits; in the data active means inhibition above about 30%; further: 0% is about no effect
#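 Tetracycline-induced HEK293 T-REx cells expressing D2 force-coupled to calcium signalling were dye-loaded, exposed to compound for 180 s, then challenged with an EC80 of dopamine; calcium flux was followed kinetically for a further 180 s.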
# RXFP1 antagonist: RXFP1 (human) relaxin receptor antagonism | 350,000 compounds, 0.59% hits | HEK293-RXFP1, relaxin-stimulated cAMP HTRF, 30 min; active compounds read low | Q9HBX9 | activity change, negative = inhibition, % at 57.5 µM;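 active means activity change of -60% or lower, but not beyond a set lower limit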; further: on the % scale 0 is the no-effect control and ±100 the full control effect
# Target sequence (Q9HBX9 whole entry, looked up): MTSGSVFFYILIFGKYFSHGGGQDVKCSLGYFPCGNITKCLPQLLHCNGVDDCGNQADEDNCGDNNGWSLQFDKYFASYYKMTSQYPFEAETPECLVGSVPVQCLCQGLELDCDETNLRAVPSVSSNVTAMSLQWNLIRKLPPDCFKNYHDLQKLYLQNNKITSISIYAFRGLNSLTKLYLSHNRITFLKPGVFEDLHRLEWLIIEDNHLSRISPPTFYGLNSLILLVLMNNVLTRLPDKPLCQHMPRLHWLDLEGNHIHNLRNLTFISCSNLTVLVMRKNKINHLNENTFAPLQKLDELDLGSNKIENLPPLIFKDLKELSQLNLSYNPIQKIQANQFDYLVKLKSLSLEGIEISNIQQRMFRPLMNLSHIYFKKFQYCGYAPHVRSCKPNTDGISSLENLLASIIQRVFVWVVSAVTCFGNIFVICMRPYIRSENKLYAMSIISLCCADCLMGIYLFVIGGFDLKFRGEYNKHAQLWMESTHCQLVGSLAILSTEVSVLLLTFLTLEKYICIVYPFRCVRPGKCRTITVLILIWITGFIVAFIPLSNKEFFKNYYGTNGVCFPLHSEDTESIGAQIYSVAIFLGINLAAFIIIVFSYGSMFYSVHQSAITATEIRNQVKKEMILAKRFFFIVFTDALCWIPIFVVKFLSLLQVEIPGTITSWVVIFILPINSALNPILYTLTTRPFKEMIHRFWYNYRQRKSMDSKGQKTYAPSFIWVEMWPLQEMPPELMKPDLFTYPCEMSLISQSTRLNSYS
# D1 ag: human D1 receptor agonism. 360,000 compounds, 1% hits. activation, % at 2 µM. HEK293 T-REx D1 cells, calcium flux, agonist mode; further: 0% is about no effect
#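 Tetracycline-induced HEK293 TREx D1 cells, force-coupled to calcium signalling, were dye-loaded with a no-wash calcium kit. Compound was pin-added after a 10 s baseline. Fluorescence was read kinetically at 1 cycle/s for 180 s, with calcium rises flagged as agonism.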
# D1 PAM: human D1 dopamine receptor positive modulation; 360,000 compounds, 0.036% hits; HEK293 TREx D1 cells, calcium flux, dopamine EC20 potentiation; potentiation, % at 10 µM; in the data active means potentiation above about 30%; further: 0% is about no effect
# TRHR ag: activates the human TRH receptor; P34981; TRHR cells, calcium flux fluo-8, FDSS agonist mode; activation, % at 2 µM; 360,000 compounds, 0.18% hits; AID 493084; further: 0% is about no effect
#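 Agonist-mode FDSS calcium read (Ex 480/Em 530, 1 s cycles) in 1536-well TRHR cells with fluo-8 dye, after 10-cycle baseline and 23 nL compound addition; TRH at EC20 (10 nM final) added afterwards for the enhancer phase.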
# D1 antagonist: antagonists of human D1 dopamine receptor; P21728; HEK293 TREx D1 cells, calcium flux, dopamine EC80; active compounds read low; activity change, negative = inhibition, % at 10 µM; 360,000 compounds, 3.2% hits; AID 504652; in the data active means activity change below about -30%; further: on the % scale 0 is the no-effect control and ±100 the full control effect
#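 Allosteric or orthosteric antagonism assessed as attenuation of the calcium response to EC80 dopamine, added 180 s after compound, in induced HEK293 Trex D1 cells loaded with no-wash calcium dye.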
# Numbers without * were called inactive; x = not tested or not shown; & = joins results of further samples. Unless noted, no stated cut-off is given here; in the data, active means activation above about 30%; inactive means the rest.
Molecule | TRHR enhancer | D2 agonist | D2 potentiator | D2 antag | RXFP1 antagonist | D1 ag | D1 PAM | TRHR ag | D1 antagonist
CCCc1c(C(=O)N/N=C/c2ccc(C)s2)nnn1-c1nonc1N | -5 | 0.7 | -5 | -8 | 17 | 2 | -12 | 0.5 | -5
CC(=O)NCCC(=O)Nc1nc2ccc(Oc3ccccc3)cc2s1 | 2 | -2.6 | x | -3 | -10 | 13 | -4 | 0.4 | -9
CCOC(=O)C1CCN(c2ncnc3c2cnn3-c2ccccc2)CC1 | 0 | -0.1 | 3 | -10 | -22 | 4 | -2 | -0.2 | -4
COc1ccc(C(=O)Nc2ccc3nc(SCC(=O)N4CCCc5ccccc54)sc3c2)cc1 | 2 | -1.1 | -6 | x | -9 | 15 | -1 | -0.9 | -5
C=Cc1ccc(Cn2c(C)c(CNCc3cccc(Br)c3)c(C(=O)O)c2C)cc1 | -2 | -0.4 | 7 | x | -8 | 1 | -2 | 0.6 | 34
COc1ccc(C(CNC(=O)c2oc3ccccc3c2C)N2CCCC2)cc1 (centres undefined) | -2 | 0.8 | -28 | 76* | -8 | 5 | x | -0.1 | 8
O=C(Nc1ccc2c(c1)CCCN2C(=O)c1cccs1)c1ccccc1 | -5&-3 | -0.7&0.5 | -13&10 | -13 | -23&-33 | 2&15 | -5&0 | -0.8&-0.5 | -28&-27
CCC(=O)Nc1cccc(C(=O)/C=C/c2ccc(F)cc2)c1 | -9 | 0.0 | -10 | 19 | -20 | 3 | -3 | 0.8 | x
Cc1cccc(Cc2nnc(CCC(=O)NCc3ccncc3C)o2)c1 | 3 | 0.1 | 27 | -8 | 3 | 10 | -3 | -0.3 | -9
O=C(c1ccc(Cl)cc1)C1CCCN(Cc2ccc(Oc3ncccn3)cc2)C1 (centres undefined) | -15 | 2.9 | -19 | 12 | -1 | 4 | -1 | 1.3 | -9
CC(=O)C1=C(Nc2ccccc2)CC(C)(O)C(C(C)=O)C1c1ccccc1 (centres undefined) | 4 | -1.6 | 1 | 11 | 16 | 4 | 0 | -0.6 | 2
CC(C)CNC(=O)CSc1nc(-c2cccs2)cc(C(F)(F)F)n1 | -2 | -0.7 | -1 | 1 | -8 | 0 | 8 | -0.3 | 11
CCOc1ccc(-c2c(=O)n(OCc3nc4ccccc4[nH]3)c3ccccc3[n+]2[O-])cc1 | -14 | x | x | x | 8 | -1 | -2 | -0.7 | 1
O=C(CN(C(=O)CCC(=O)Nc1nccs1)c1cccc(F)c1)NCc1ccccc1 | -2 | 3.1 | 20 | -3 | -13 | 3 | -4 | 1.4 | 9
CCOCCCNC(=O)c1ccc2c(c1)N=C(CC)c1cc(Br)ccc1S2 | -4 | 0.2 | 10 | 9 | -14 | 13 | -12 | 0.6 | 23
CSCC[C@H](NC(=O)[C@H](Cc1ccccc1)n1c(=O)[nH]c2ccccc2c1=O)C(=O)N[C@@H](Cc1ccccc1)C(=O)O | 6 | -1.1 | 9 | -12 | x | 0 | 2 | 0.1 | -2
Cc1ccc(CN2CCC(CNc3ncnc4onc(-c5ccc(Cl)cc5)c34)CC2)cc1 | 10 | 0.4 | -11 | x | x | 7 | 3 | -0.4 | 0
O=C(CNC(=O)c1ccc(Br)o1)NNC(=O)c1n[nH]c(=O)c2ccccc12 | -6 | 0.5 | -11 | 18 | 6 | 2 | -7 | 0.7 | 18
Fc1ccc(CN2CCCCCCC2)c(F)c1 | -9 | -0.3 | -13 | -7 | -11 | 5 | -1 | 0.0 | 11
Cc1cc(=O)oc(C)c1C(=O)N1CCCc2ccccc21 | 2 | -1.1 | -2 | -3 | 7 | 0 | 3 | 0.1 | -1
O=C(O)CCC(=O)c1c[nH]c2ccccc12 | 2 | 0.1 | -12 | -3 | -1 | -2 | 3 | 1.1 | 2
Cc1ccc(C(=O)c2cn(CC(=O)Nc3ccc(C)cc3Cl)c3nc(C)ccc3c2=O)cc1 | -25 | x | 5 | x | -13 | 0 | -1 | 0.4 | -9
COc1cc(C(=O)OCC(C)=O)ccc1OCc1c(C)noc1C | 19 | -2.6 | -3 | 11 | -5 | 1 | -1 | 0.0 | -3
COc1cc(S(=O)(=O)N2CCOCC2)ccc1NC(=O)COC(=O)C12CC3CC(CC(C3)C1)C2 | -22 | -2.0 | 19 | -1 | -7 | 5 | 1 | -3.4 | -8
Cc1ccc(O)c(C2=Nc3ccccc3N=C(c3ccco3)C2)c1 | 0 | -0.1 | 1 | 9 | 29 | 6 | 2 | 1.0 | 8
OC(C#CCN1CCOCC1)c1cccs1 (centres undefined) | 8 | 0.4 | 1 | 11 | -4 | 0 | -8 | -0.7 | 15
CCOC(=O)c1cccnc1SCC(=O)Nc1ccc(C)cc1C | 0 | 0.7 | -16 | x | -1 | 1 | -2 | -0.4 | -12
OC1CCN(C(=S)Nc2ccc(Nc3ccccc3)cc2)CC1 | -1 | 1.7 | 12 | 5 | -4 | 1 | 0 | 1.2 | -3
CCCNC(=O)C(Cc1ccc(Cl)cc1)NC(=O)c1ccc(-c2ccccc2)cc1 (centres undefined) | -3 | 0.0 | -2 | -2 | x | -1 | -1 | -0.2 | 7
CCCn1c(COc2ccccc2OC)nc2ccccc21 | 5 | x | x | x | -2 | 0 | 6 | -1.7 | -16

# 9 successive records from above:
Molecule | TRHR enhancer | D2 agonist | D2 potentiator | D2 antag | RXFP1 antagonist | D1 ag | D1 PAM | TRHR ag | D1 antagonist
Cc1ccc(C(=O)c2cn(CC(=O)Nc3ccc(C)cc3Cl)c3nc(C)ccc3c2=O)cc1 | -25 | x | 5 | x | -13 | 0 | -1 | 0.4 | -9
COc1cc(C(=O)OCC(C)=O)ccc1OCc1c(C)noc1C | 19 | -2.6 | -3 | 11 | -5 | 1 | -1 | 0.0 | -3
COc1cc(S(=O)(=O)N2CCOCC2)ccc1NC(=O)COC(=O)C12CC3CC(CC(C3)C1)C2 | -22 | -2.0 | 19 | -1 | -7 | 5 | 1 | -3.4 | -8
Cc1ccc(O)c(C2=Nc3ccccc3N=C(c3ccco3)C2)c1 | 0 | -0.1 | 1 | 9 | 29 | 6 | 2 | 1.0 | 8
OC(C#CCN1CCOCC1)c1cccs1 (centres undefined) | 8 | 0.4 | 1 | 11 | -4 | 0 | -8 | -0.7 | 15
CCOC(=O)c1cccnc1SCC(=O)Nc1ccc(C)cc1C | 0 | 0.7 | -16 | x | -1 | 1 | -2 | -0.4 | -12
OC1CCN(C(=S)Nc2ccc(Nc3ccccc3)cc2)CC1 | -1 | 1.7 | 12 | 5 | -4 | 1 | 0 | 1.2 | -3
CCCNC(=O)C(Cc1ccc(Cl)cc1)NC(=O)c1ccc(-c2ccccc2)cc1 (centres undefined) | -3 | 0.0 | -2 | -2 | x | -1 | -1 | -0.2 | 7
CCCn1c(COc2ccccc2OC)nc2ccccc21 | 5 | x | x | x | -2 | 0 | 6 | -1.7 | -16

# Further results follow:
# Values in the order: TRHR enhancer | D2 agonist | D2 potentiator | D2 antag | RXFP1 antagonist | D1 ag | D1 PAM | TRHR ag | D1 antagonist
CCN(CC)C(=O)Cn1c(=O)n(Cc2ccc(C(=O)NCCCOC)cc2)c(=O)c2ccccc21
→ -2 | x | -6 | x | x | 0 | 1 | 0.2 | -5
COc1ccccc1-c1ccc(=O)n(CC(=O)Nc2ccc(C(=O)N3CCCC3)cc2)n1
→ 2 | -0.8 | -1 | -11 | -9 | 1 | 0 | -0.5 | 1
CC(C)(C)OC(=O)N1CCC(c2c(C(=O)NCc3ccccc3)cnn2-c2ccc(F)cc2)CC1
→ 27 | -1.9 | 7 | x | -11 | 23 | -6 | -1.6 | -8
COc1ccccc1N1CCN(C(=O)c2oc3ccc(F)cc3c2C)CC1
→ -5 | -0.9 | -2 | 2 | -13 | 1 | -3 | 1.1 | 4
CCc1nnc(NC(=O)C2CCCN2S(=O)(=O)c2ccc(F)cc2)s1 (centres undefined)
→ -3 | 0.6 | -3 | 3 | -16 | 0 | 0 | -1.0 | 18
CCN(C(=O)c1ccccc1Cl)c1ccccc1
→ 5 | -0.6 | 24 | -6 | -7 | 1 | 2 | -1.8 | -10
C=CCSc1nc(=O)n2cccc(C)c2n1
→ 11 | 0.4 | -3 | -7 | -5 | 0 | -5 | -0.3 | -1
Cc1ccc2nc(SCC(=O)Nc3oc(C)c4c(C)n[nH]c(=O)c34)[nH]c2c1
→ -2 | 0.1 | 23 | -6 | 6 | 2 | -1 | 0.0 | 12
C[C@@H](C[C@@H](O)[C@H](O)C(C)(C)O)[C@@H]1CC[C@]2(C)C3=CC[C@H]4C(C)(C)C(=O)CC[C@]4(C)[C@H]3CC[C@@]12C
→ 1 | -0.7 | -5 | 6 | x | 0 | 7 | 0.1 | 13
CCOC(=O)c1ccc(N2C(=O)CC(NC3CCN(C(=O)c4ccc(F)cc4)CC3)C2=O)cc1 (centres undefined)
→ 8 | 0.2 | 1 | -6 | -8 | 5 | -1 | 0.6 | 11
Clc1ccc(N2N=C(c3cccs3)CC2c2ccco2)cc1 (centres undefined)
→ -9 | -0.2 | -9 | 20 | 4 | 0 | -3 | -0.2 | 4
COc1ccc(OCCCn2c(C3CC(=O)N(c4ccc(F)cc4)C3)nc3ccccc32)cc1 (centres undefined)
→ -16 | x | -2 | x | -17 | 5 | -2 | 0.6 | -46*
CCc1cc2c(NC3CCCC3)ncnc2s1
→ 5 | 0.8 | 6 | 0 | -4 | 10 | -3 | -0.7 | -29
CC(C)c1ccc(NC(=S)NNC(=O)C2CC2)cc1
→ -2 | 0.5 | -6 | 5 | 2 | 4 | 2 | 0.7 | -2
CCOC(=O)C1CCN(C(=O)Nc2cccc(OC)c2)CC1
→ -2 | -0.6 | 2 | 5 | -2 | 2 | -11 | 0.0 | 1
CC(C)c1ccc(/C=C(\NC(=O)c2ccccc2)C(=O)NCCN2CCOCC2)cc1
→ -4 | -0.5 | -9 | -5 | x | 0 | -8 | -0.3 | -10
COc1cccc(N2CCN(C(=O)CCS(=O)(=O)c3ccc4c(c3)CC(=O)N4C)CC2)c1
→ -1 | x | -7 | x | x | 1 | 0 | 0.3 | 10
Cc1cccc(CCNC(=O)c2sc3nc4n(c(=O)c3c2C)CCCC4)c1
→ -4 | 4.3 | x | x | -18 | 32* | -1 | 8.9 | 7
COC(=O)C1=C(C)NC(=O)NC1c1ccc([N+](=O)[O-])o1 (centres undefined)
→ -2 | 0.1 | 16 | -15 | 7 | 2 | -5 | -0.1 | -3
CC(=O)N1CC(C)Sc2ccc(S(=O)(=O)NCCc3cccc(C)c3)cc21 (centres undefined)
→ -2 | 0.0 | 8 | 10 | -12 | 4 | -1 | 0.1 | -11
COc1ccc(C(CNC(=O)c2cccc(Br)c2)N2CCCC2)cc1 (centres undefined)
→ -4 | 0.3 | -22 | 41* | 0 | 9 | -6 | 0.4 | -5
COc1cc(NC(=O)c2cc([N+](=O)[O-])ccc2NC(=O)CNC2CCCCC2C)cc(OC)c1 (centres undefined)
→ 13 | 1.2 | 4 | 7 | -21 | 3 | 2 | 0.0 | 5
CC1(C)NC(=O)N(CC(O)CN2CCOCC2)C1=O (centres undefined)
→ 4 | -0.7 | 10 | -8 | 2 | 1 | 1 | -0.9 | -2
